JMJD2E inh: JMJD2E (human) inhibition; B2RXH2; JMJD2E catalytic domain, FDH-coupled NADH fluorescence (FDH is formaldehyde dehydrogenase); Potency, µM (doses to about 57.1 µM), without a hit: top-dose activity change, negative = inhibition, hits mostly inhibitors; hit rate 1.6% among 230,000; active = well fitted inhibition curve with a large enough effect, not every such curve was filed as active; inconclusive = small, poorly fitted or top-dose-only effect, or another doubt; inactive = no such curve, though single readings can be large or run the other way;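 also: 0% = wells with enzyme and -100% = buffer wells without enzyme; nearly all actives have a fitted effect of over 50% in size; many of its hits are not listed in these tables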
Target sequence (B2RXH2 1-337 limits assumed): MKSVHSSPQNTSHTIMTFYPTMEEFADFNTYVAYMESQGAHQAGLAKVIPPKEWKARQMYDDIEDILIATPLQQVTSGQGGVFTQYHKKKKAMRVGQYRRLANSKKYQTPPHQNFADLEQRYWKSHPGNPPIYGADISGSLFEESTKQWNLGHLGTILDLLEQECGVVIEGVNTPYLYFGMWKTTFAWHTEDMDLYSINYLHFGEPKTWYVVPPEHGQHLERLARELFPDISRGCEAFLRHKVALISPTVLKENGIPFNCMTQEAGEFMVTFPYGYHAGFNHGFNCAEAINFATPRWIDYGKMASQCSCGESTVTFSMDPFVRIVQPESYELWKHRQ
Tau FP inhib: blocks human tau fibril formation measured by polarization | P10636 | K18 P301L tau heparin fibrillization, Alexa594 FP, 6 h | Potency, µM (titrated, usually from 57.7 µM), inactives show at the highest dose activity, negative = inhibition, actives largely listed as inhibitors | hit rate 0.39% among 280,000 | AID 1468; also: % is scaled to controls: 0 for no effect and ±100 for the full control effect; nearly all actives have a fitted effect of over 55% in size
Target sequence (P10636 561-689 P618L limits assumed): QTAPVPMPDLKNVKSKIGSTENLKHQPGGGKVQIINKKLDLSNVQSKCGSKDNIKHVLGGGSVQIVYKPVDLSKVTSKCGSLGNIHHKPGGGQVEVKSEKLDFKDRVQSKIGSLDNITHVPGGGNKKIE
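Human tau K18 […] P301L fragment, 15 uM unlabeled plus 0.24 uM Alexa 594-labeled tau (final), with compound and 20 uM heparin in 100 mM sodium acetate pH 7; 6 hr at 37 C, then Alexa 594 FP read.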
HttQ103 aggreg: inhibitors of mutant huntingtin aggregate formation in PC12 cells | PC12 HttQ103-GFP aggregates, Acumen cytometry, 40 h | Potency, µM (highest dose often 46.1 µM), for the others: top-dose activity change, negative = inhibition, most hits filed as inhibitors | hit rate 1.1% among 220,000 | AID 1688; also: % is scaled to controls: 0 for no effect and ±100 for the full control effect; nearly all actives have a fitted effect of over 60% in size
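Steps: seed 1500 PC12 HTTQ103-GFP cells/well; add tebufenozide, 100 nM final; add compound titration; add ATPLite reagent; quantify GFP aggregates by laser scanning cytometry.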
Tau fibril ThT: inhibitors of human tau fibril formation, thioflavin T binding | P10636 | recombinant tau K18 P301L, heparin-induced fibrillization, ThT fluorescence | Potency, µM (doses to about 57.4 µM), without a hit: top-dose activity, negative = inhibition, usual class: inhibitors | hit rate 2.1% among 270,000; also: % is scaled to controls: 0 for no effect and ±100 for the full control effect; nearly all actives have a fitted effect of over 55% in size
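Aggregation was driven by heparin (20 uM final) acting on recombinant tau […] bearing P301L in 100 mM sodium acetate pH 7; fibrils were detected with Thioflavin T.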
ALDH1A1 inh: ALDH1A1 (human) enzyme inhibition; P00352; Purified ALDH1A1, NADH fluorescence, propionaldehyde substrate; Potency, µM (doses to about 75.3 µM), without a hit: at the top dose activity, negative = inhibition, most hits filed as inhibitors; hit rate 7.3% among 220,000; active = well fitted inhibition curve with a large enough effect, not every such curve was filed as active; inconclusive = small, poorly fitted or top-dose-only effect, or another doubt; inactive = no such curve, though single readings can be large or run the other way;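 also: plate controls were no enzyme wells and a reference inhibitor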
Target sequence (P00352 whole entry, looked up): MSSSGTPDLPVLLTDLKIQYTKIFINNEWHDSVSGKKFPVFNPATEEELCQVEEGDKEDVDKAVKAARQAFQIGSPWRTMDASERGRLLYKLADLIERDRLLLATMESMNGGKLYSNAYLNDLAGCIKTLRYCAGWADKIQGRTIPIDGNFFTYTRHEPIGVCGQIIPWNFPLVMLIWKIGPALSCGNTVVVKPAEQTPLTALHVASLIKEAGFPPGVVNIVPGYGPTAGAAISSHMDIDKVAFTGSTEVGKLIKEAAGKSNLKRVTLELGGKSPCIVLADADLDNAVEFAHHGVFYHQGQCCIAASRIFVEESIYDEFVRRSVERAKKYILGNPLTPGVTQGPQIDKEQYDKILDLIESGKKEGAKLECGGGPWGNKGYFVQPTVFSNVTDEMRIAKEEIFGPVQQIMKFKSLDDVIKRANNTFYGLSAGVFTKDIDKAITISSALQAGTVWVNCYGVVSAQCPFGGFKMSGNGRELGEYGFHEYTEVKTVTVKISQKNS
SMN2 splice enh: enhancers of SMN2 splice variant expression | Potency, µM (highest dose often 46.1 µM), inactives show at the highest dose activity change, positive = activation, usual class: activators | AID 1458 | hit rate 2.8% among 210,000 | HEK293 SMN2-luciferase splicing reporter, luminescence, 30-36 h; also: % of control where 0% means no effect; nearly all actives have a fitted effect of over 55% in size
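HEK293 cells carry an SMN2 minigene-luciferase reporter in which exon 7 inclusion puts luciferase in frame. Cells were seeded at 2000 cells/well, attached for 10-12 hours, then exposed to compounds for 30-36 hours at 37C before ONE-Glo luminescence.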
HTT ATP protect: Huntington cell model cytoprotection by ATP luminescence; PC12 HTT-Q103 induced, cytoprotection, ATP luminescence, 40 h; Potency, µM (series often up to 56.4 µM), for inactives: cytoprotection (ATP increase), actives largely listed as activators; hit rate 0.14% among 230,000; AID 1471;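 also: % of control where 0% means no effect; nearly all actives have a fitted effect of over 45% in size; toxic huntingtin expression switched on by the ecdysone agonist tebufenozide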
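Quantitative HTS on tebufenozide-induced (100 nM) PC12 cells expressing HTTQ103 exon 1–GFP; compounds tested as a concentration series; survival measured via cellular ATP.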
Tau fluor counter: counter-screen for tau fibril formation inhibitors; tau K18 P301L Alexa594 fluorescence, heparin fibrillization; Potency, µM (highest dose often 57.7 µM), without a hit: at the highest dose activity change, negative = decrease; hit rate 0.93% among 280,000; also: % is scaled to controls: 0 for no effect and ±100 for the full control effect; nearly all actives have a fitted effect of over 55% in size
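Human tau K18 P301L (15 uM unlabeled, 0.24 uM Alexa 594-labeled) in 100 mM sodium acetate pH 7 with 20 uM heparin, 6 hr at 37 C. ThT 30 uM added, 1 hr ambient; Alexa 594 FP and total fluorescence read at 555/632 nm.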
* marks the source's active call; other numbers are inactive results; ? = inconclusive; . = not tested or not shown; [ ] = remark or other dose. Unless noted, calls follow the shape of the dose curve; as a rule, active = well fitted curve in the direction sought with a large enough effect; inconclusive = small, poorly fitted or top-dose-only effect, or another doubt; inactive = no such curve, though single readings can be large; an effect the other way counts as inactive or inconclusive. Potency is read from the fitted curve at half-maximal effect. These rows are one share of the data; the hit share may differ from the screen's.

SMILES	JMJD2E inh	Tau FP inhib	HttQ103 aggreg	Tau fibril ThT	ALDH1A1 inh	SMN2 splice enh	HTT ATP protect	Tau fluor counter
Nc1nnc(SCc2cc3c(cc2Cl)OCO3)s1	1%	4%	-12%	-1%	9%	9%	6%[10 µM]	-3%
Cn1nc(C(C)(C)C)c([N+](=O)[O-])c1C(=O)NCCO	-5%	-2%	-7%	4%	-5%	1%	-4%[10 µM]	5%
CSc1cc(-c2ccccc2)[nH]c(=O)c1C#N	?	6%	12%	-3%	?	15%	39%	2%
Cc1cccn2c(CN(C)CC3CCCCO3)c(C(=O)N3CCCCC3)nc12 (stereo unspecified)	-2%	-8%	-8%	-16%	0.2µM*	.	-14%	-1%
O=C(NNc1ccccn1)C(c1ccccc1)c1ccccc1	5%	0%	0%	-1%	-11%	5%	-16%	-3%
O=C(O)c1cnc(-c2ccccc2)nc1Sc1cccc(Cl)c1	7%	-3%	10%	?	-3%	9%	17%[10 µM]	-16%
CC1CCN(C2=NC(=O)/C(=C/c3cn(-c4ccccc4)nc3-c3cccc(S(=O)(=O)N(C)C)c3)S2)CC1	?	-4%	-6%	-6%	?	-2%	11%[10 µM]	-7%
OC[C@@H]1[C@@H](c2ccccc2)C(c2cccc(Cl)c2)=NN1c1ccccc1	.	?	.	?	?	.	.	18µM*[quencher]
CCN(CC)S(=O)(=O)c1ccc2[nH]c(=O)cc(C(=O)Nc3cccc(C(C)=O)c3)c2c1	9%	-9%	-4%	-2%	?	15%	-7%[10 µM]	-18%
N[C@H](C(=O)O)c1nn[nH]n1	20µM*	-20%	.	-7%	3%	.	-46%[inhibitor][1.9 µM]	-6%
COc1cccc(NC(=O)c2ccccc2NS(C)(=O)=O)c1	-15%	-2%	-15%	2%	1%	-8%	12%[10 µM]	6%
CCn1c(C(=O)N2CCC(C(=O)N3CCN(c4ccc(OC)cc4)CC3)CC2)cc2sccc21	.	0%	.	?	.	-43%[inhibitor]	.	-11%
CC(=O)Nc1ccc(/C=N/NC(=S)NC(C)C)cc1	6%	5%	-23%	-7%	1%	9%	-23%	-6%
Cc1[nH]c2ccccc2c1C(=O)CSc1n[nH]c(N)n1	-3%	-8%	2%	-1%	1%	3%	-4%	2%
CC(C)C1=CC2=CC[C@H]3[C@](C)(C(=O)O)CCC[C@]3(C)C2CC1 (stereo partly specified)	-15%	-5%	.	-16%	-11%	-1%	21%	-5%
Cc1ccc(C)c(NS(=O)(=O)c2ccc(OCC(=O)N3CCCC3)cc2)c1	3%	4%	24%	-9%	11%	-5%	8%	-6%
Cc1nc(NCC2CCCO2)c2nnn(Cc3ccccc3Cl)c2n1 (stereo unspecified)	2%	0%	-12%	-7%	-15%	-19%	-30%	-4%
COC(=O)c1cc(Br)c(N)cc1OC	8%	-2%	6%	-9%	-7%	0%	-18%	-3%
Cc1cccn2c(NCc3ccc4c(c3)OCO4)c(-c3ccc(O)cc3)nc12	?	11%	?	?	?	4%	-3%[10 µM]	?
Cc1ccc(-c2c[n+](CC(=O)Nc3ccccc3C)c3n2CCC3)cc1	-1%	-5%	10%[9.22 µM]	4%	.	.	4%[10 µM]	-1%
CC(=O)Nc1ccccc1NS(=O)(=O)c1cccc([N+](=O)[O-])c1	-12%	-7%	11%[9.22 µM]	-14%	3%	.	19%[10 µM]	-15%
Cn1cccc1CC(=O)N/N=C\c1c2ccccc2cc2ccccc12	-26%	0%	?	?	-2%	-15%	-11%	?
O=C(Nc1cc(C(F)(F)F)ccc1N1CCOCC1)c1cccnc1	-1%	4%	-13%	-12%	11%	1%	2%[0.074 µM]	-8%
COc1ccc2[nH]c(=O)c(COC(=O)c3ccco3)cc2c1	?	-4%	?	-21%	?	-7%	-6%[10 µM]	-13%
O=C(C[n+]1ccccc1)N/N=C/c1ccco1	-9%	-7%	0%	-6%	14%	10%	-27%	1%
The listing continues:
SMILES	JMJD2E inh	Tau FP inhib	HttQ103 aggreg	Tau fibril ThT	ALDH1A1 inh	SMN2 splice enh	HTT ATP protect	Tau fluor counter
COc1nc(N/N=C/c2ccccc2F)nc(N2CCCCC2)n1	0%	1%	19%	-16%	0%	9%	-5%[10 µM]	-3%
O=C(COc1ccc2ccccc2c1)Nc1cccc(C(=O)Nc2ccccc2C(=O)O)c1	1%	7%	-9%	12%	14µM*	-8%[1.84 µM]	13%[10 µM]	-9%
Cc1ccc(NC(=O)Cn2c(=O)n(CCC(C)C)c(=O)c3cccnc32)cc1C	.	-15%	.	13%	.	-15%	.	-21%
Cc1ccccc1S(=O)(=O)Cc1ccc(C(=O)NCc2ccc(F)cc2)o1	-1%	-8%	-20%	-7%	-6%	.	-38%[inhibitor]	-21%
CN(C)S(=O)(=O)c1ccc(Oc2ccccc2)cc1	1%	-3%	-42%	-3%	13%	-1%	-15%[0.074 µM]	-1%
CSc1ccccc1NC(=O)CN(C)CC(=O)Nc1c(F)cccc1F	?	0%	-2%	-9%	0%	-9%	?	-4%
C=CCn1c(=N)c(C(=O)OC)cc2c(=O)n3cccc(C)c3nc21	-26%	-1%	-14%	9%	?	41%	-2%	11%
O=C1CC(N2CCN(c3ccc(C(=O)c4ccc(F)cc4)cc3)CC2)C(=O)N1 (stereo unspecified)	-10%	3%	-13%	-13%	-5%	-16%	0%	-1%
Cc1ccccc1NC(=O)/C(=C/c1ccccc1)c1ccccc1	-5%	-2%	6%	?	-16%	-24%	4%	-12%
O=C(Nc1ccc(-n2ccnc2P(=O)(O)c2ccccc2)cc1)c1ccccc1Cl	8%	7%	0%	-7%	-5%	25%	24%	1%
COc1cccc(CC2(CO)CCN(Cc3cnc(-c4cccc(C)c4)nc3)CC2)c1	7%	2%	14%[9.22 µM]	-5%	0%	.	26%[10 µM]	-15%
COc1ccc(NC(=S)N2CCC(N(C)CCN3CCOCC3)CC2)cc1	-8%	4%	-12%	-10%	15%	-14%[1.84 µM]	?	-4%
COc1cc2c3c(c1)C1(C(=O)N3C(C)(C)C=C2C)C(C#N)=C(N)Oc2cc(C)oc(=O)c21 (stereo unspecified)	2%	8%	10%	-11%	4µM*	15%	-9%	-13%
COC(=O)c1sc(C(=O)OC)c(C(=O)OC)c1C(=O)OC	3%	-4%	6%	-5%	0%	6%	.	2%
CCCn1c(SCC(=O)NCCc2ccc(OC)c(OC)c2)nc2c1c(=O)n(C)c(=O)n2C	-4%	-1%	25%	-6%	-2%	-21%	-14%	1%
CCOC(=O)c1sc(NC(=O)C2c3ccccc3Oc3ccccc32)c(C(=O)OCC)c1C	.	?	.	5%	.	19%	.	-14%
c1ccc(-c2nc3ccccc3[nH]2)nc1	-6%	2%	-6%	-10%	.	3.2µM*	.	-12%
CCOC(=O)C1CCN(CC(=O)Nc2ccc(OC)c(Cl)c2)CC1	?	-2%	6%	-3%	0%	2%	4%	-7%
C=C(C)C(O)/C=C/c1ccc(C)cc1 (stereo unspecified)	.	2%[11.6 µM]	.	-12%[11.5 µM]	-1%[13.5 µM]	.	-3%[10 µM]	-10%[11.6 µM]
O=C(CSc1nc2c(c(=O)n1-c1ccccc1)SCC2)NCC1CCCO1 (stereo unspecified)	5%	2%	6%[9.22 µM]	.	.	.	-1%[10 µM]	12%
CC1CCN(c2nc(N3CCCCC3)nc(N3CCCCC3)n2)CC1	3%	-1%	-1%	6%	-9%	-19%	-3%	0%
C=CCn1cc(C(=O)N2CCc3ccccc3C2)c(=O)c2cc(S(=O)(=O)N(CC)CC)ccc21	?	11%	-4%	-3%	?	18%	.	3%
Cn1nc([N+](=O)[O-])nc1N1CCN(c2ccc(F)cc2)CC1	0%	-12%	14%	-7%	7%	-30%	8%	-4%
CCOc1cc(S(=O)(=O)Nc2ccc(Cl)cn2)ccc1F	1%	-2%	-8%	3%	2%	.	11%	-2%
Cc1nc2[nH]c(=S)n(C)c(=O)c2nc1C	-5%	-3%	8%	4%	2%	-6%	.	11%
New compounds follow.
SMILES	JMJD2E inh	Tau FP inhib	HttQ103 aggreg	Tau fibril ThT	ALDH1A1 inh	SMN2 splice enh	HTT ATP protect	Tau fluor counter
CN(C)c1cccc(C(=O)OCC(=O)Nc2nccs2)c1	?	6%	7%	-13%	4%	8%	14%[10 µM]	-9%
Cc1ccc(C(O)P(=O)(OC(C)C)c2ccc(N(C)C)cc2)cc1 (stereo unspecified)	0%	6%	15%[9.22 µM]	-11%	.	.	20%[10 µM]	-9%
CCn1ncc(Br)c1C(=O)Nc1cc(C(=O)OC)ccc1C(=O)OC	?	-6%	4%	3%	12%	24%	2%	-4%
CCOC(=O)COc1ccc2c(c1)C(=O)CC(C)(c1cccnc1)O2 (stereo unspecified)	?	0%	1%	1%	?	-4%	-3%	-5%
CCOc1ccc(-n2c(=O)c3c(C)c(C)sc3n(CC(=O)C(C)(C)C)c2=O)cc1	.	-11%	.	-18%	.	-30%	.	-28%
Cc1cc(C)nc(SCC(=O)Nc2cccc(S(=O)(=O)N(C)C)c2)n1	4%	-6%	-19%	-1%	?	-17%	6%	-3%
O=C(NCCN1CCN(C(=O)Nc2ccccc2)CC1)Nc1ccccc1	2%	0%	9%	-2%	2%	2%	6%	-1%
COc1cccc(-c2nc(CS(=O)(=O)CC(=O)N3CCN(C4CCCCC4)CC3)c(C)o2)c1	4%	-5%	-2%	-6%	-5%	-14%	-18%	-8%
CCc1ccc(Nc2nnc(SCC(=O)Nc3ccc(C(=O)O)cc3)s2)cc1	0%	-7%	9%[9.22 µM]	-17%	.	.	-57%[inhibitor][10 µM]	-14%
CN(CCc1ccccn1)C(=S)Nc1ccc(Cl)c(Cl)c1	1%	-12%	9%	-8%	0%	-10%	9%[10 µM]	-19%
Cn1nnnc1SCC1=C(C(=O)O)N2C(=O)[C@@H](NC(=O)[C@H](O)c3ccccc3)[C@H]2SC1	-15%	-12%	1%	?	?	-10%	.	-5%
CN(CCN1CCc2ccccc2C1)Cc1nc(Cc2ccccc2F)no1	-4%	3%	5%	-9%	-6%	.	-27%	-3%
O=C(NC(=S)Nc1nc2c(ccc3ccccc32)s1)c1cccs1	5%	3%	3%	?	?	-15%	.	?
Cc1ccc(NS(=O)(=O)c2cc(C(=O)N3CCOCC3)ccc2C)cc1	0%	-7%	-6%	0%	-10%	-11%	-4%[10 µM]	2%
COC(=O)c1cc(OC)c(OC)cc1-n1cnc2cc(OC)c(OC)cc2c1=O	1%	-7%	15%	1%	9%	-6%	-8%	1%

High-throughput results from PubChem BioAssay.
